Screens from PubChem BioAssay.
COUP-TFII inh – NR2F2 (human) inhibition, primary screen; HEK293T NGFI-A luciferase reporter, luminescence; actives 0.7% (n = 370,000); inhibition, % at 8.6 µM;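 active = inhibition above a per-plate cutoff, mean inhibition of test wells between control levels plus 3 SD, cut at about 38% in these data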;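 note: cells cotransfected with COUP-TFII expression vector driving the NGFI-A reporter; 0% = median of COUP-TF2 test wells and 100% = reporter-only cells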
Target sequence (P24468 whole entry, looked up): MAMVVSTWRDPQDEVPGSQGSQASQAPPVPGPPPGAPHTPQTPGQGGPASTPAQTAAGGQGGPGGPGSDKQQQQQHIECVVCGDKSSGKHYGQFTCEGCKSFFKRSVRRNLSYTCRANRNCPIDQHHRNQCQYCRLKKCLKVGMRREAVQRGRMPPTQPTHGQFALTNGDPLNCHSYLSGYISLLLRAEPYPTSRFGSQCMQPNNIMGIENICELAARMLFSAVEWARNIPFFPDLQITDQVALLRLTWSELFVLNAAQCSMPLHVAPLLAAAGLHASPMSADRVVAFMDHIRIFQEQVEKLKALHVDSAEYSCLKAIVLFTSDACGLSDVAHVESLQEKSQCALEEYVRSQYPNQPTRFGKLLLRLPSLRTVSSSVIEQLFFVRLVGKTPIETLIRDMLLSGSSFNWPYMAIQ
NCOA3 inh – inhibits human SRC3 coactivator | HEK293 GAL4-SRC3 luciferase reporter, luminescence | inhibition, % at 3.6 µM | actives 0.17% (n = 360,000);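 active = inhibition above a per-campaign cutoff, the mean of all compounds plus 3 SD, cut at about 60% in these data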;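 note: 0% = DMSO-treated cells and 100% = gossypol-treated cells at 36 µM; higher means less SRC3-driven luciferase light from the GAL4 reporter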
NOD2 RIPK2 PPI – NOD2-RIPK2 protein interaction inhibition; O43353; CHO BLA complementation NOD2-RIPK2, CCF4 ratio; inhibition, % at 4.98 µM; actives 0.38% (n = 360,000); in the data active = inhibition above about 21%;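 note: 0% = vehicle only and 100% = reference blocker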
Target sequence (O43353 whole entry, looked up): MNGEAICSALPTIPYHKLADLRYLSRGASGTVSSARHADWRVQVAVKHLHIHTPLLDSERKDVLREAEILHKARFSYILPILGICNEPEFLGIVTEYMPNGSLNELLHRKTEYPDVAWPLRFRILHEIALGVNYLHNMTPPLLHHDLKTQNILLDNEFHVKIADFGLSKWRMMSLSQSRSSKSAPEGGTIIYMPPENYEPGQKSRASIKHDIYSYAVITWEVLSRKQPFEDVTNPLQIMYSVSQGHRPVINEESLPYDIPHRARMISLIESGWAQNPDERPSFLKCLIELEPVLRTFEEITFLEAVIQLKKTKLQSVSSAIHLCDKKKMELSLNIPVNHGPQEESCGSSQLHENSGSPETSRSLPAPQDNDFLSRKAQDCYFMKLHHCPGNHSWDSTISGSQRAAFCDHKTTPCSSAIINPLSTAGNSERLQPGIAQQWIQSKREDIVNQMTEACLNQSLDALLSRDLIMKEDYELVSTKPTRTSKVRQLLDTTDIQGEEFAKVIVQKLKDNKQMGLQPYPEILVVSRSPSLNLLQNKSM
TLR9-MyD88 block – TLR9-MyD88 interaction inhibition | Q9NR96+Q99836 | CHO BLA complementation TLR9-MyD88, CCF4 FRET ratio | inhibition, % at 4.98 µM | actives 0.21% (n = 340,000);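 active = inhibition above the mean over all tested compounds plus 3 SD, cut at about 21% in these data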;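 note: 0% = DMSO only wells and 100% = clavulanate BLA inhibitor control wells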
C8 TRAIL sens – caspase-8 TRAIL sensitization; AID 624354; actives 1% (n = 360,000); inhibition (viability loss, TRAIL sensitization), % at 10 µM; NB7+C8 cells + TRAIL, ATPlite viability luminescence;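 active = compounds causing at least 50% loss of cell viability in the single-dose screen, relative to plate controls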
NR5A2 inv ag – NR5A2 inverse agonism in reporter assay; HEK293T StAR-luciferase reporter, LRH-1 transfected, 24 h; O00482; actives 0.13% (n = 360,000); inhibition, % at 3.6 µM;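 active = inhibition above the mean inhibition of all tested compounds plus 3 SD, cut at about 73% in these data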;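 note: 0% = DMSO wells and 100% = reporter-only cells lacking LRH-1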
TWEAK Fn14 block – blocks TWEAK-Fn14 interaction in a reporter cell assay. actives 2% (n = 360,000). TWEAK-stimulated Fn14 reporter cells, luciferase luminescence, 8 h. inhibition, % at 10 µM; in the data active = inhibition above about 50%
TROY signal inh – TROY signaling inhibition | actives 0.98% (n = 360,000) | Q293 LMP1-TROYcd NF-kB luciferase reporter, 4 h | AID 1347056 | inhibition, % at 10 µM;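 active = compounds whose plate-normalised and pattern-corrected inhibition of the luciferase reporter signal at the single screening dose is 50% or more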
LMP1 NFkB inh – reduces LMP1-driven NF-kappaB luciferase signal. LMP1-induced NF-kappaB luciferase reporter cells, luminescence. inhibition, % at 12.5 µM. actives 0.69% (n = 350,000). AID 504558; in the data active = inhibition above about 41%;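 note: 0% = neutral control wells and 100% = reference inhibitor control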
NCOA2 inhibitor – human SRC2 (NCOA2) inhibition; HEK293 GAL4-SRC2 luciferase reporter, luminescence; AID 651957; inhibition, % at 9 µM; actives 0.17% (n = 370,000); Q15596;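 active = inhibition above the mean inhibition of all tested compounds plus 3 SD, set per campaign, cut at about 52% in these data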;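 note: 0% = DMSO treated cells and 100% = cells given Gossypol at 36 µM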
SRC1 inh – inhibits human SRC1 coactivator; actives 0.12% (n = 360,000); Q15788; HEK293 GAL4-SRC1 luciferase reporter, luminescence; inhibition, % at 3.6 µM;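 active = inhibition above the campaign mean plus 3 SD, with each screening campaign given its own cutoff, cut at about 60% in these data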;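 note: 0% = DMSO treated cells and 100% = gossypol at 36 µM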
The depositor's hits bear a star; · = no result given.

SMILES	COUP-TFII inh	NCOA3 inh	NOD2 RIPK2 PPI	TLR9-MyD88 block	C8 TRAIL sens	NR5A2 inv ag	TWEAK Fn14 block	TROY signal inh	LMP1 NFkB inh	NCOA2 inhibitor	SRC1 inh
CCOc1cc(NC(=O)c2ccccc2OC)c(OCC)cc1NC(=O)c1ccccc1	6	-2	-8	1	9	7	-30	23	0	-21	-10
CC(C)OP(=O)(c1ccc(N(C)C)cc1)C(O)c1ccncc1 (stereo not drawn)	0	12	-5	-6	-1	-42	-10	-4	14	-12	-6
Cc1cc(C)cc(OCC(=O)OCCN2C(=O)c3ccccc3C2=O)c1	14	-2	-2	18	-10	10	1	14	-4	-2	-10
COc1ccc(/C=N/NC(=O)c2cc3c(ccc4ccccc43)o2)c(OC)c1	-3	5	3	-11	31	-7	-11	-19	3	-11	6
O=C(CSc1nnnn1-c1ccccc1)Nc1ncc2c(n1)CC(c1ccco1)CC2=O (stereo not drawn)	-1	8	0	0	2	7	9	11	6	-14	-1
CCC1(c2ccc(F)cc2)NC(=O)N(CC(=O)Nc2ccccc2C)C1=O (stereo not drawn)	2	-23	-5	-8	7	4	-12	-15	-10	-10	-27
CCOc1ccccc1NC(=O)CCCn1cc([N+](=O)[O-])cn1	-25	7	2	-1	2	-9	0	10	1	17	-5
COc1cccc(NC(=O)CCC2CCN(C(=O)c3cccc(NC(C)=O)c3)CC2)c1	4	1	-5	-16	-13	6	-6	13	-5	-36	-26
O=C(NC1CC1)c1cccc(NC(=O)C2CC2)c1	12	-9	3	2	-15	4	7	10	2	-1	-8
CC(=O)Nc1nonc1-c1nc2ccccc2n1CC1CC1	9	16	-5	2	16	17	0	8	17	-8	-6
CCC(C)N(C(=O)COC(=O)CNC(=O)c1sc2ccccc2c1Cl)C1CCS(=O)(=O)C1 (stereo not drawn)	-3	4	-5	-3	-5	16	1	-27	-1	-1	-10
Cc1cccc(C(=O)NCc2nnc(SCC(=O)Nc3nnc(C)s3)n2C)c1	3	-5	0	-1	-4	-11	-18	-3	2	-13	-4
CC(=O)N1N=C(N)SC1c1ccc(Cl)c(Cl)c1 (stereo not drawn)	20	-6	2	1	1	1	-2	-3	4	-25	14
CN(CC1CCOCC1)C(=O)CC1C(=O)NCCN1C/C=C/c1ccccc1 (stereo not drawn)	-3	6	-3	-8	-11	3	10	-13	2	-9	14
COc1ccc(-n2nc3cc(C)c(NC(=S)NC(=O)c4ccccc4C)cc3n2)cc1	-29	-40	-5	-7	15	-63	-84	-65	-26	-17	-99
CCc1nccn1S(=O)(=O)c1cc(OC)ccc1OC	-12	-18	2	-2	-14	13	8	-10	4	-42	-2
CCSc1ncc(Cl)c(C(=O)Nc2ccccc2)n1	-9	7	-7	-7	1	9	-15	-18	3	-11	4
Cc1cc(C)nc(SCc2ccc(C(=O)NN=C3C4CC5CC(C4)CC3C5)cc2)n1	-9	9	-12	9	-12	23	7	-16	-1	-13	0
CN1C=CC2=C(C#N)C(N)C(C#N)(C#N)C(c3ccccc3)C2C1 (stereo not drawn)	5	24	-1	-6	-5	12	-6	-34	-3	-1	7
COc1cc2c(cc1OC)C(COc1ccc(F)cc1)NCC2 (stereo not drawn)	-6	2	-10	10	17	4	-23	-3	21	-45	14
Cn1cccc1CC(=O)NNC(=O)Nc1ccc(Cl)cc1	-4	-2	-10	-1	-7	7	-14	-19	11	16	10
COc1ccc(CN2CCN(C(=O)c3ccco3)CC2)cc1OC	-3	-6	2	-3	0	-12	-12	8	2	0	5
CC(C)(C)OC(=O)N1CCC(c2cc(-c3cccs3)n[nH]2)CC1	-4	-3	0	0	2	-22	-11	-16	-3	-10	-11
CSc1nnc(CCNC(=O)OC(C)(C)C)o1	3	6	-3	7	-12	12	-2	-23	8	-2	2
O=C1c2cccc3cccc(c23)C(=O)N1CCCN(C(=O)c1cccs1)c1cccc(F)c1	-2	9	-11	5	9	3	39	-4	-4	5	-18
COc1ccc(N(CC(=O)NC2CCCC2)C(=O)CCC(=O)Nc2cc(C)on2)c(OC)c1	20	22	1	-1	-16	1	-2	-4	1	-1	4
CCCCNC(=O)C1C(c2ccc(OC)cc2)=Nc2ccccc2N1C(=O)c1ccc2ncccc2c1 (stereo not drawn)	-3	·	0	·	-1	-11	·	·	·	-41	·
COC(=O)c1sccc1NC(=O)c1c(F)c(F)c(F)c(F)c1F	-1	13	9	·	35	-7	-13	8	·	2	-3
O=C(NCc1ccc(-c2csnn2)cc1)c1cc(Cl)cc(Cl)c1	10	11	7	-8	19	1	2	-14	10	-12	10
Cc1oc(-c2ccc(Cl)cc2)nc1CN1CCCN(C(=O)c2ccco2)CC1	5	7	-5	4	13	13	1	6	6	-2	-21
Cc1ccc(C)c2nc(Cl)c(C#N)cc12	-18	5	4	3	-2	6	-1	-7	5	-26	-10
Cn1cc(C(c2ccccc2OCC(=O)O)c2cn(C)c3ccccc23)c2ccccc21	-8	0	1	6	-4	4	4	8	5	7	-8
CN(CCOc1ccccc1)C(=O)c1ccc2c(=O)n3c(nc2c1)CCC3	0	-9	10	-9	17	-12	20	32	3	-6	-1
Cc1cc(NC(=O)CCC(=O)N(Cc2ccco2)C(C(=O)NCC2CCCO2)c2ccncc2)no1 (stereo not drawn)	-2	15	3	-11	-5	5	13	8	-4	-11	3
O=C(COc1ccc([N+](=O)[O-])cc1)NC(=O)NC1CCS(=O)(=O)C1 (stereo not drawn)	-12	-30	-4	12	4	-4	8	5	1	-23	9
Nc1c(C(=O)Nc2ccc(Br)cc2)sc2nc(-c3ccco3)ccc12	-18	-19	26*	36*	6	-45	18	-10	-6	2	-31
Cc1cc(C)n(CCCN2CCC(C(=O)Nc3cccc(-c4cccc(F)c4)c3)CC2)n1	-33	13	12	-7	22	3	-14	5	-10	12	-19
O=C(c1cc2ccccn2n1)N1CCN(c2ccccn2)CC1	10	4	11	12	11	-13	-2	11	0	-6	-17
O=[N+]([O-])c1cccc(NN=Nc2ccccc2)c1	-3	-82	-13	-8	3	37	-10	-16	-28	-44	-35
Cc1ccc(S(=O)(=O)N(C)c2ccc(C(=O)Nc3ccccc3C(=O)N3CCOCC3)cc2)cc1	-16	-19	-3	8	2	9	8	-22	-16	3	28

Marked active in TLR9-MyD88 block (from the list above):
Structure | COUP-TFII inh | NCOA3 inh | NOD2 RIPK2 PPI | TLR9-MyD88 block | NR5A2 inv ag | TWEAK Fn14 block | LMP1 NFkB inh | NCOA2 inhibitor | SRC1 inh
Nc1c(C(=O)Nc2ccc(Br)cc2)sc2nc(-c3ccco3)ccc12 | -18 | -19 | 26* | 36* | -45 | 18 | -6 | 2 | -31

The list goes on.
SMILES	COUP-TFII inh	NCOA3 inh	NOD2 RIPK2 PPI	TLR9-MyD88 block	C8 TRAIL sens	NR5A2 inv ag	TWEAK Fn14 block	TROY signal inh	LMP1 NFkB inh	NCOA2 inhibitor	SRC1 inh
CCOC(=O)Nc1ccc2c(c1)N(C(=O)CCN(CC)CC)c1ccccc1CC2	-8	-2	-8	-4	-19	-24	6	7	-24	-3	5
O=c1ccn(-c2ccccc2)[nH]1	13	-11	2	13	6	1	-2	-7	-3	-6	-12
O=C(O)c1cc([N+](=O)[O-])c(N2CCCC2)c([N+](=O)[O-])c1	1	17	-5	-5	-5	-5	-5	-3	3	6	9
COc1ccccc1NC(=O)Cn1cc(C(=O)C2CC2)c2ccccc21	3	-18	2	9	5	16	-4	-1	4	-5	-7
CC1=NN(C(=O)Cc2ccc([N+](=O)[O-])cc2)C(O)(c2cccnc2)C1 (stereo not drawn)	15	10	-18	-3	-9	-4	11	-11	1	-14	4
O=C(NCCc1ccc2c(c1)OCCO2)c1ccccc1F	-8	-38	-8	3	7	-72	8	-52	5	-33	-37
O=C(c1ccccc1)c1ccc[nH]1	-25	-2	8	-6	8	-5	3	-14	7	-33	-4
Cc1nc2ccccn2c1/C(O)=C1\C(=O)C(=O)N(CCN2CCOCC2)C1c1ccncc1 (stereo not drawn)	-5	14	-5	6	-1	-1	3	-4	3	-26	-17
N#Cc1ccc(C2=CC(=O)C[C@H](c3ccc(F)cc3)C2)cc1	2	-22	6	-4	6	-6	-12	2	1	-18	-17
Cc1cc(C(=O)CSc2nncs2)c(C)n1-c1ccc2c(c1)OCO2	8	-75	6	-5	15	-52	-40	-27	-15	-18	-46
O=C(Nc1nccs1)c1cc2sccc2n1Cc1ccc(F)cc1	-19	-1	-5	-1	1	15	-62	-26	-1	-11	-28
O=[N+]([O-])c1cccc(/C=C/c2nc(C=Nc3ccccc3)c(O)o2)c1	6	1	-6	13	2	3	-36	3	-9	18	3
O=C(COc1ccc(F)cc1Br)N1CCN(c2ncccn2)CC1	15	-16	-4	-2	-12	-7	10	9	-8	-52	-11
O=C(/C=C/c1ccccc1)c1ccccc1O	·	17	5	2	1	9	0	-39	7	·	-4
COC(=O)Nc1ccc(S(=O)(=O)N2CCC(C)CC2)cc1	8	-1	-12	-6	-17	4	1	14	7	-2	-6
CCCCc1cn([C@@H](CCCCN)C(=O)N2CCNCC2)nn1	24	-8	-7	-8	7	0	3	-7	7	4	3
Cc1cccc(NC(=O)c2cccc(C(=O)Nc3cccc(C)c3)n2)c1	0	12	5	-6	1	-4	-8	7	2	14	8
CS(=O)(=O)c1ccc2nc(NC(=O)C3=NN(c4ccccc4)C(=O)CC3)sc2c1	11	-11	-15	0	-8	23	28	10	-6	-8	-4
Cc1ccccc1CN(c1ccc(C(=O)Nc2ccccc2C(=O)N2CCCC2)cc1)S(C)(=O)=O	3	-7	0	-2	5	7	16	2	6	18	-4
CC(=O)Nc1ccc2ccc3cccc4ccc1c2c34	11	25	6	0	-5	-2	-4	11	3	-2	-10
CC1(C(=O)NS(=O)(=O)c2ccc(Cl)cc2)CCN1C(=O)CCc1ccc(Cl)cc1Cl (stereo not drawn)	7	2	5	·	-18	1	-3	9	·	-6	7
C=CCN1CN(S(=O)(=O)c2cccc(Cl)c2)c2nc3ccccc3nc21	-18	2	-7	-17	-10	0	0	7	-3	-31	17
O=C(NNC(=S)Nc1ccc(Cl)cc1Cl)c1ccncc1	-15	-22	7	9	-11	-18	-17	-7	-4	3	-20
Cc1c2cnn(CC(=O)NCc3ccccn3)c(=O)c2c(C)n1Cc1ccc(Cl)cc1	-4	-1	-6	3	-1	-3	-2	-29	1	-1	-110
COc1ccc(S(=O)(=O)NCC2CCC(C(=O)NCCC(C)C)CC2)cc1 (stereo not drawn)	-8	-5	-5	2	7	-7	-4	7	-11	-21	-50
CCCn1c2ccccc2c2nnc(SCC(=O)Nc3c(C)n(C)n(-c4ccccc4)c3=O)nc21	21	15	-6	9	10	14	14	-12	5	10	12
COc1ccc(OC)c(C(C(=O)NCc2ccco2)N(C(=O)Cn2nnc3ccccc32)C2CC2)c1 (stereo not drawn)	-45	-1	1	-6	2	2	-4	-4	12	-20	2
CC(=O)Nc1ccc(NC(=O)c2sc(-c3ccccc3)nc2C)cc1	0	4	-9	7	17	-11	6	-15	11	-9	-5

These rows are one share of the data (hit frequency here may not be typical).
